Bioassay records as filed in PubChem.
STK33 inh: inhibitors of purified STK33 kinase, primary screen, biochemical, ADP-Glo luminescence, homogeneous, cell-free; Serine/threonine-protein kinase 33 (Homo sapiens), Q9BYT3; MBP phosphorylation; inhibition, % at 10 µM; actives 0.073% (n = 320,000); AID 2661, 2010;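 active = inhibition at or above 25%, using the most active replicate where run in duplicate; inactive = inhibition below 25%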
Target sequence (Q9BYT3 whole entry, looked up): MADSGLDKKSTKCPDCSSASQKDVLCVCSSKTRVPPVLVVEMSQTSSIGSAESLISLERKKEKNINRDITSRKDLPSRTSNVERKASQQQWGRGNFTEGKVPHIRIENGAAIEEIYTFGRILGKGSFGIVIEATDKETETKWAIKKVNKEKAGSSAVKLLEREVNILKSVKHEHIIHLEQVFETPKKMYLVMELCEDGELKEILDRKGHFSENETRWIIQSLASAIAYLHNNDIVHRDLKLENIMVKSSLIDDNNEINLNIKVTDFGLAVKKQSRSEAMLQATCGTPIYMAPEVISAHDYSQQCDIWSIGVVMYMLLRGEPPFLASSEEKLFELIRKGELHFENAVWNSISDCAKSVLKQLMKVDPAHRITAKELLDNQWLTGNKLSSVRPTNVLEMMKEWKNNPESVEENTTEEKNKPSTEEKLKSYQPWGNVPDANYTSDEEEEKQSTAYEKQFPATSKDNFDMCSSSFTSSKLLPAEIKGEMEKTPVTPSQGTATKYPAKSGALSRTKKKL
Kir21 inh: inhibitors of mouse Kir2.1 inward-rectifier potassium channel; B-score at 10 µM; actives 0.85% (n = 310,000); HEK293-Kir2.1, FluxOR thallium flux fluorescence; stronger effect = lower value;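 active = fluorescence ratio B-score at or below minus 3 SD of library scores, with starting-brightness B-score within 2 SD, cut at about -4.2 in these data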;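 also: channel flux triggered by added potassium and thallium sulfate stimulus; B-score of peak minus minimum fluorescence over baseline after thallium stimulus; more negative B-score means stronger Kir2.1 block with less thallium influx; some compounds called inactive have numbers as strong as hits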
Target sequence (P35561 whole entry, looked up): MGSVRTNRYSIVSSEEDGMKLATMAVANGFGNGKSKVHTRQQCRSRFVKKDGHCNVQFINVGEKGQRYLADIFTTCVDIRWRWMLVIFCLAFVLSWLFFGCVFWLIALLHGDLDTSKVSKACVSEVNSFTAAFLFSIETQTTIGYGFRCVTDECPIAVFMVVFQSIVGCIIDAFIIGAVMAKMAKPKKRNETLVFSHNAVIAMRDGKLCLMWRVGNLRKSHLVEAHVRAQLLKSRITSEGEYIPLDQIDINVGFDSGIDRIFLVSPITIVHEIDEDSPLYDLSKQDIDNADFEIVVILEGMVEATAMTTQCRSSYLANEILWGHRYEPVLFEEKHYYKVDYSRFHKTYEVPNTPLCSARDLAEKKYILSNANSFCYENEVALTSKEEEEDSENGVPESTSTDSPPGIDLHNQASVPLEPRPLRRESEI
Starred values were filed as active, the others as inactive; . = not tested or not shown; & = joins results of further samples.

SMILES	STK33 inh	Kir21 inh
Cc1cc(OCc2cc(C(=O)NC(C)c3c(C)nn(C)c3C)no2)cc(C)c1Cl (stereo not given)	0.8	-0.49
COc1cc(/C=C/C(=O)OCC(=O)N2CCC(Cc3ccccc3)CC2)ccc1O	-1.3	-0.11
CNC(=O)CSc1nc2ccccc2c(=O)n1CCc1ccccc1	-1.6	-0.79
O=C(C1CCN(c2nnc(-n3cccc3)s2)CC1)N1CCOCC1	-1.2	-0.56
COc1ccc(OC)c(N=CC2=C(O)CC(C)(C)CC2=O)c1	0.6	-0.29
CC(C)NC(=O)Cn1c(=O)c2c(ncn2Cc2ccccc2)n(Cc2ccccc2)c1=O	-0.3	-2.2
COc1ccc(-c2noc3c2-c2nc(-c4ccc(Br)cc4)sc2CC3)cc1	-1.2	-1.3
Cc1sc2ncnc(N3CCC(C(=O)Nc4nc(-c5cccs5)cs4)CC3)c2c1C	2.2	0.57
CC1(C(=O)NC(=S)N(CCC#N)Cc2cccnc2)CC1(Cl)Cl (stereo not given)	0.6	-0.5
COc1ccc(C(C#N)C2(C)OCCO2)cc1OC (stereo not given)	0.2	0.12
NC(=O)N=Nc1c(O)[nH]c2c(Br)cc(Br)cc12	0.9	-0.82
CN(CC(=O)Nc1ccccc1Cl)C(=O)Cn1cnc2ccc(Cl)cc2c1=O	-0.4	.
CCn1c(=O)c2c3c(sc2n2cnnc12)CCC3	-0.9	0.29
COc1ccc(/C=C/C(=O)NCc2cn(C)nc2C)cc1COc1ccc(Br)cc1	0.6	2.5
N=c1oc2ccc3ccccc3c2cc1-c1nnc2n1CCCCC2	-1.1	.
COC(=O)C1Cc2c([nH]c3ccccc23)C2(CCN(Cc3ccccc3)CC2)N1 (stereo not given)	0.5	-6.8*
CCOC(=O)COc1c(Cl)cc(/C=C2\N=C(C)OC2=O)cc1OC	-2.3	-1.1
CN(C(=O)c1ccccc1Cl)c1ccccc1	-0.9	-0.77
Cc1ccc(Cn2ccsc2=NC(=O)CCl)cc1	-0.9	-0.33
CC(C)(C)OC(=O)C[C@H]1C/C=C\C[C@@H](CC(=O)N(CCO)Cc2ccccc2)C(=O)N[C@@H](c2ccccc2)COC1=O	-1.5	.

Full records, quoted from the list. Screens in order: STK33 inh	Kir21 inh
Cc1ccc(Cn2ccsc2=NC(=O)CCl)cc1 is listed as -0.9	-0.33
CNC(=O)CSc1nc2ccccc2c(=O)n1CCc1ccccc1 is listed as -1.6	-0.79
NC(=O)N=Nc1c(O)[nH]c2c(Br)cc(Br)cc12 is listed as 0.9	-0.82
COc1ccc(C(C#N)C2(C)OCCO2)cc1OC (stereo not given) is listed as 0.2	0.12

(more compounds)
SMILES	STK33 inh	Kir21 inh
O=C(Cc1cc(=O)[nH][nH]1)N/N=C/C(Cl)=C/c1ccccc1	-2.1&-1.0	-0.32&0.7
CCc1nnc(NC(=O)CN2C(=O)/C(=C/c3ccc(OC)c(OC)c3)SC2=S)s1	-0.9	-2.7
COC(=O)c1ccc(COC(=O)C2CCN(S(=O)(=O)c3c(Cl)cccc3Cl)CC2)o1	-0.7	-0.47
O=[N+]([O-])c1cc(S(=O)(=O)Nc2cccc(Cl)c2)ccc1N/N=C/c1ccc(N2CCOCC2)cc1	-0.4	0.92
CCOc1ccc2nc(NC(=O)c3ccco3)sc2c1	6.8	2.4
CCn1c(SCC(=O)Nc2ccc3c(c2)OCO3)nnc1-c1ccccc1O	-1.5	-1.5
CCn1c(Cc2ccc(OC)cc2)nnc1SCC(=O)Nc1cccc(C(=O)OC)c1	-3.0	.
O=C(Cc1ccccc1Cl)N1CCN(c2ccccn2)CC1	-0.3	-0.56
CCCNc1nc2c(c(=O)[nH]c(=O)n2C)n1CCCc1ccccc1	-1.2	0.72
CCOc1ccc(N(C(=O)c2snc(C(N)=O)c2N)C(C(=O)NCC2CCCO2)c2ccc(C)o2)cc1 (stereo not given)	.	-1.2
Cc1cccc(CCN2C(N(C)C)=NC[C@@H]2Cc2ccccc2)c1	1.1	.
CCOc1ncccc1C(=O)Nc1ccc(F)c(F)c1	-0.5	0.65
COc1cccc(-c2nc(CS(=O)CC(=O)NCc3ccc4c(c3)OCO4)c(C)o2)c1 (stereo not given)	-0.2	-1.1
CS(=O)(=O)N(Cc1ccccc1)c1ccc(C(=O)NCC2CCCO2)cc1 (stereo not given)	-0.9	-1.1
C[C@@H]1OC(Nc2ccc(N=Nc3ccccc3)cc2)[C@H](O)[C@H](O)[C@H]1O (stereo not given in full)	-1.6	0.07
N=c1c(S(=O)(=O)c2ccc(F)cc2)cc2c(=O)n3ccccc3nc2n1CC1CCCO1 (stereo not given)	0.7	-0.14
O=C(N=Nc1c(O)[nH]c2ccccc12)c1ccc2c(c1)OCO2	0.0	0.47
S=C(Nc1ccccc1)N1CCCCCC1	-2.0	-0.05
O=C(N/N=C/C(c1ccccc1)c1ccccc1)c1ccccc1F	-1.4	0.85
Cc1cccc(C(=O)Nc2sc3c(c2C(=O)O)CCC3)c1	-0.6	-0.02
C#CCCc1cscc1/C=[N+](\[O-])c1ccc(C(=O)OCC)cc1	-1.3	.
CCn1nc(C)c(CNC(=O)CC2C(=O)NCCN2CC(C)C)c1C (stereo not given)	0.8	0.69
O=C(NCc1ccc2c(c1)OCO2)C1CCCN(S(=O)(=O)c2cccnc2)C1 (stereo not given)	-1.4	0.13
CCN1CCN(C(c2cccs2)C(C)NC(=O)c2ccccc2)CC1 (stereo not given)	0.8	-0.93
CCc1c(C)nn(C(=O)/C(C#N)=C\N(C)C)c1C	-0.2	-0.32
CC(C)(C)C1C=C(Sc2ccccc2)C(=O)O1 (stereo not given)	-0.9	1.9
COc1ccc(CNS(=O)(=O)c2cc(OCC(N)=O)c(C)cc2Cl)cc1	-0.6	-3.7
COc1ccc(NC2CCCN(C(=O)CCCN3CCCCC3=O)C2)cc1 (stereo not given)	-1.5	0.94
O=S(=O)(c1ccccc1)c1cc(O)ccc1O	0.4	-1.2
COc1ccc(NC(=O)/C=C/c2cccc(F)c2)cn1	-1.6	-2.4
CSc1ccc(CN2CCC(n3nccc3NC(=O)CCCc3ccccc3)CC2)cc1	8.9	0
COc1cc(N)ccc1NC(=O)c1cccs1	0.9	-0.32
CC(C)C(NC(=O)C1CCCCC1)C(=O)NCc1ccccn1 (stereo not given)	-0.1	-2.1
Cn1ncc(Cl)c1C(=O)N1CCN(c2ccc(Cl)c(Cl)c2)CC1	-2.1	0.38
Cn1c(=O)cc(OCCCC(=O)NC2CCCC2)c2ccccc21	-1.2	-0.14
c1ccc2c(-c3nnc(SCc4cn5ccccc5n4)o3)c[nH]c2c1	0.9	1.6
COc1ccc(CN(C(=O)CNC(=O)c2ccco2)C(C(=O)NCC2CCCO2)c2ccccc2)cc1 (stereo not given)	10	2.2
Cc1ccc(N2CC(C(=O)NC3CCSC3=O)CC2=O)cc1 (stereo not given)	0.4	0.93
N#CCCN1CCN(S(=O)(=O)c2ccc(S(=O)(=O)NC3CCCC3)cc2)CC1	-1.0	0.03
COc1ccc(Cl)cc1S(=O)(=O)N1CCCc2ccccc21	-0.4	-2.1

Records above printed as active in Kir21 inh:
SMILES	STK33 inh	Kir21 inh
COC(=O)C1Cc2c([nH]c3ccccc23)C2(CCN(Cc3ccccc3)CC2)N1 (stereo not given)	0.5	-6.8*

The main list resumes with the three entries that preceded the break.
SMILES	STK33 inh	Kir21 inh
Cc1ccc(N2CC(C(=O)NC3CCSC3=O)CC2=O)cc1 (stereo not given)	0.4	0.93
N#CCCN1CCN(S(=O)(=O)c2ccc(S(=O)(=O)NC3CCCC3)cc2)CC1	-1.0	0.03
COc1ccc(Cl)cc1S(=O)(=O)N1CCCc2ccccc21	-0.4	-2.1
Cc1[nH]c(=O)c(C(=O)c2ccccc2O)cc1C(=O)O	-1.1	-1.4
c1ccc(CNCC2COc3ccccc3O2)cc1 (stereo not given)	0.3	-0.53
CCOC(=O)C1=C(COC(=O)COc2ccccc2OCC)NC(=O)NC1C (stereo not given)	-0.7	-2.8
Cc1cc(C(=O)OCC(=O)Nc2cc(S(=O)(=O)N(C)C)ccc2C)c(C)o1	1.8	0.29
Cc1ccc(F)cc1NC(=S)NCCc1ccccc1	-1.0	-2.2
CSc1nc2c(c(=O)[nH]1)C(c1cccc(Br)c1)CC(=O)N2 (stereo not given)	-1.9	0.15
N#Cc1ccc(OC(=O)C2CCN(C3=NS(=O)(=O)c4ccccc43)CC2)cc1	1.4	.
COc1ccc2cc(C(C)C(=O)N3CCC(C(N)=O)CC3)ccc2c1 (stereo not given)	2.6	-0.54
Cn1c(C(=O)NCCCN2CCCCC2)cc2sccc21	-0.1	0.94
CC1CCCCN1C(=O)CSc1nnc(-c2ccccc2O)o1 (stereo not given)	-2.3	1.5
COc1ccc(OC)c(S(=O)(=O)N2CCC(C(=O)Nc3ccc(C)c(C)c3)CC2)c1	-0.5	0
O=C(OCC(=O)N1CCOCC1)c1ccc2c(c1)OCCO2	-1.8	0.85
COc1ccc(CN2CCCC(CNC(=O)c3ccc(F)cc3)C2)c(F)c1 (stereo not given)	0.2	-0.01
CCOC(=O)CN(c1ccccc1C)S(=O)(=O)c1ccc(Cl)cc1	1.3	-0.06
O=C(CNC(=S)NC(=O)C1CCCCC1)c1ccccc1	-1.2	-0.78
O=C(N1CCCCCC1)N1CCN(S(=O)(=O)N2CCCCC2)CC1	-6.4	-0.91
COCCN(CC(=O)Nc1cccc(C)c1C)C(=O)C1(c2ccccc2)CC1	-0.4	.
COc1cc2c(cc1O)[C@@H]1Cc3cc(OC)c(OC)cc3C(C2)N1C	-1.0	-0.36
COCCNC(=O)CC(NS(=O)(=O)c1ccc(NC(C)=O)cc1)C(C)C (stereo not given)	-0.8	-1.5
CCCC(=O)Nc1ccc(Cl)c(NC(=O)c2cccnc2)c1	-0.8	0.24
CC(=O)c1c(C)oc2ccc(O)c(CN3CCOCC3)c12	0.8	0
CCCc1cc(=O)[nH]c2nnc(SCC(=O)Nc3ccc(NC(C)=O)cc3)n12	-1.3	-0.03
CC(CCc1ccccc1)NC(=O)C1CCN(S(=O)(=O)c2cnc[nH]2)CC1 (stereo not given)	-0.3	1.2
Cc1ccc(N(CC(=O)N2CC(=O)Nc3ccccc32)S(=O)(=O)c2ccc3c(c2)OCCO3)cc1	-0.7	-2
O=C(CSc1c2c(nc3cc(Cl)ccc13)CCCC2)NCc1ccco1	.	-6.5*
CN(Cc1c(F)cccc1Cl)C(=O)c1cccc(S(=O)(=O)NCc2ccccc2)c1	-3.0	-0.65
CC(C)(C)NC(=O)C(c1ccncc1)N(Cc1ccc(F)cc1)C(=O)c1ccc(-c2ccccc2)[nH]1 (stereo not given)	0.5	0.09
Cc1nc2nc[nH]n2c(=O)c1NC(=O)c1cccc(OCC(C)C)c1	-0.2	1.8
O=C(O)c1cccc(NC(=S)NC(=O)c2ccc(-c3ccccc3)cc2)c1	0.0	0.2
O=C(CN1C(=O)/C(=C/c2ccc(F)cc2)SC1=S)NC1C=CS(=O)(=O)C1 (stereo not given)	-1.0	-0.35
COc1ccc([N+](=O)[O-])cc1NC(=O)c1ccco1	0.2	0.73
COc1ccc(OC)c(S(=O)(=O)Nc2ccc3oc(C)c(C(C)=O)c3c2)c1	-0.7	-0.83
CCn1c(=NC(=O)c2ccco2)sc2cccc(F)c21	0.2	-0.44
COc1cccc(CC(=O)NC2CCCN(Cc3ccc(Cl)cc3)C2)c1 (stereo not given)	-0.6	-2.5
COc1ccc(Cn2c(CCC(=O)Nc3ccccc3)nc3cccnc32)cc1	0.6	0.43
CCN(Cc1ccncc1)C(=O)c1cc(COc2ccc(OC)cc2Cl)on1	0.2	-1.6
Cc1nc2sccn2c1P(c1c(C)nc2sccn12)c1c(C)nc2sccn12	.	0.19
CCn1cc(C(=O)OCC(=O)c2ccccc2)c(=O)c2ccc(C)nc21	.	0.87
O=C(COC(=O)C1CC2C=CC1C2)NCc1ccco1 (stereo not given)	-0.3	-0.11
COc1ccccc1NC(=S)N1CCC(NC(=O)NC23CC4CC(CC(C4)C2)C3)CC1	0.3	0.16

Not a retest: entries from further up.
SMILES	STK33 inh	Kir21 inh
Cc1cc(OCc2cc(C(=O)NC(C)c3c(C)nn(C)c3C)no2)cc(C)c1Cl (stereo not given)	0.8	-0.49
COc1cc(/C=C/C(=O)OCC(=O)N2CCC(Cc3ccccc3)CC2)ccc1O	-1.3	-0.11
CNC(=O)CSc1nc2ccccc2c(=O)n1CCc1ccccc1	-1.6	-0.79

Remaining list, next part:
SMILES	STK33 inh	Kir21 inh
COc1ccccc1CCNC(=O)c1cccc(S(=O)(=O)N2CCc3ccccc3C2)c1	0.2	.
COc1ccc(CNC(=O)COC(=O)CNC(=O)c2sc3ccccc3c2Cl)cc1OC	-0.8	.
CCOc1cc(C(=S)N2CCCC2)ccc1OC(=O)Cc1ccc(F)cc1	0.9	2.6
COc1ccc([N+](=O)[O-])cc1NC(=O)CCN1CCN(C)CC1	-1.1	1.2
COc1cc(C)ccc1OCCOc1c(Cl)cc(Cl)cc1Cl	-2.2	0.15
O=C(COc1cc(F)ccc1[N+](=O)[O-])N1N=C(c2cccs2)CC1c1ccco1 (stereo not given)	-1.8	.
N#CC1=C(N)Oc2n[nH]c(-c3cccnc3)c2C1c1cc(F)ccc1F (stereo not given)	1.8	-1.4
CCn1c(SCC(=O)N/N=C/c2ccc(O)c(OC)c2)nc2ccccc21	-0.8	-1.2
COc1ccc(C(=O)Nc2ccc(S(=O)(=O)N3CCCCC3)cc2)cc1	-0.2	-2.9
CC(C)N(C(=O)COC(=O)CCC(=O)c1cccs1)c1ccccc1	-1.1	.
CCN(CC)S(=O)(=O)c1cc(NC(=O)COC(=O)CCC(=O)c2ccc(F)cc2)ccc1C	-0.1	-0.51
Cc1c(Cl)cccc1NC(=S)NCCN1CCOCC1	0.6	-0.03
CC(C)(C)c1csc(NC(=O)Cc2cccs2)n1	-0.1	-2.3
